XIAP antagonists: XIAP antagonists, biochemical, IAP family, fluorescence polarization (AID 1018); XIAP BIR domain, fluorescence polarization peptide displacement; higher % means a stronger effect; displacement, % at 20 µM, or IC50 in µM where a hit was titrated; 200,000 tested, 0.007% active; in the data active means displacement above about 50%; further: a part of the inactive calls stands beside numbers as strong as those of hits
Large T inhibition: TAg ATPase/helicase activity blockers – biochemical (AID 1903). SV40 large T antigen ATPase/helicase inhibition assay; higher % means a stronger effect. inhibition, % at 20 µM; hits with a dose series show IC50 in µM. 310,000 tested, 0.39% active; in the data active means a potency from the dose series; further: strong numbers were not always called active
RSV antiviral HEp-2: inhibition of RSV-induced cytopathic effect – HEp-2 cells, primary 10 µM value included (AID 2391); CPE inhibition, % at 10 µM, or IC50 in µM where a hit was titrated; 310,000 tested, 0.13% active; HEp-2 cells, RSV-induced CPE inhibition; higher % means a stronger effect; in the data active means a potency from the dose series; further: strong numbers were not always called active
Yfh1-depleted yeast: mitochondrial function rescue without frataxin homolog – Friedreich's ataxia, plus single-dose screen, dose response (AID 1465) | S. cerevisiae Yfh1-off respiration, WST-1 reduction, 72 h; higher fold induction means a stronger effect | one-dose fold induction at 50 µM; EC50 in µM for titrated hits | 220,000 tested, 0.074% active;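 active means fold induction of absorbance versus untreated yeast above a set limit, then at least 30% activation at any dose in follow-up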;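 further: activators that raise dye reduction in frataxin-depleted yeast; strong numbers were not always called active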
ER stress rescue: protection against thapsigargin-triggered cell killing – 384-well, CSM14.1, ATP luminescence, primary screen (AID 1222). one-dose cellular ATP content (survival), % at 20 µM; EC50 in µM for titrated hits. CSM14.1 thapsigargin-induced death rescue, ATP luminescence; higher % means a stronger effect. 190,000 tested, under 10 active;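 active means EC50 below 50 µM in the dose-response confirmation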;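 further: death triggered by thapsigargin at about 15 µM added after 2 h compound pretreatment; cell ATP read after overnight thapsigargin exposure of roughly 18 to 22 hours; normalized against plate controls of thapsigargin alone and 5% DMSO vehicle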
WT yeast gro inh: growth inhibition of WT yeast, mitochondrial fusion screen; mitochondrial fusion phenotypic screen, WT strain; inhibition, % at 10 µM; 190,000 tested, 2.1% active; in the data active means inhibition above about 58%; tested in S. cerevisiae
K1F lysis inhibition: protection from phage-mediated lysis, alamar blue read-out – E. coli UTI89, K1F phage, bacterial capsule biogenesis inhibitors (AID 488966); E. coli UTI89 K1F phage lysis, alamar blue, 2 h; higher % means a stronger effect; one-dose inhibition, % at 100 µM; IC50 in µM for titrated hits; 340,000 tested, 0.02% active;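 active means phage lysis inhibition, versus mean bacterial control, above a set limit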;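 further: capsule biogenesis inhibitors block K1F phage lysis so surviving cells raise fluorescence; higher fluorescence means more inhibition of phage lysis; actives were called in the ten point dose series up to 300 µM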
NS5 inhibitors: flavivirus cap methylation enzyme inhibition – biochemical, confirmation dose response, primary screen (AID 588689). inhibition, % at 25 µM; hits with a dose series show IC50 in µM. 340,000 tested, 0.3% active. Dengue-2 NS5 methyltransferase capping enzyme assay, biochemical; higher % means a stronger effect; in the data active means a potency from the dose series
West Nile antiviral: West Nile virus antiviral activity, cell-based, CPE readout (AID 1621). West Nile virus-infected cells, CPE inhibition; higher % means a stronger effect. 290,000 tested, 0.02% active. CPE inhibition, % at 10 µM; hits with a dose series show IC50 in µM; in the data active means a potency from the dose series; further: strong numbers were not always called active
WT yeast gro inh mutant strain: further read-out of WT yeast gro inh, marked with its call; inhibition, %; mitochondrial fusion phenotypic screen, mutant strain inhibition
An asterisk follows results filed as active; i = inactive; . = not tested or not shown; [ ] = remark or other dose.

SMILES | XIAP antagonists | Large T inhibition | RSV antiviral HEp-2 | Yfh1-depleted yeast | ER stress rescue | WT yeast gro inh | WT yeast gro inh mutant strain | K1F lysis inhibition | NS5 inhibitors | West Nile antiviral
O=C(OCCCCN1C(=O)c2ccccc2C1=O)c1n[nH]c2ccccc12 | -12% | 9% | 1.9% | i | 0.7% | 5 | -11 | 0.0% | -3% | 0.0%
CCOc1cc(S(=O)(=O)N2CCC(C(N)=O)CC2)ccc1F | -3.3% | 7% | 0.5% | i | 1.5% | 3 | -10 | 6.2% | -9% | -0.3%
COC(=O)Nc1nnc(-c2ccco2)s1 | . | 16% | 2.7% | i | . | . | . | . | . | 0.3%
O=C(Nc1ncccn1)c1cccc(F)c1 | . | 8% | 5.7% | . | . | . | . | 0.5% | -2% | 0.5%
CCOC(=O)C(NC(=O)c1cccnc1)(Nc1cccc(C)n1)C(F)(F)F (stereo unspecified) | -4.5% | 5% | 3.1% | i | -1.7% | 3 | 11 | 0.5% | 0% | -0.1%
COc1c(Br)cc(Br)cc1/C=N/n1c(C)nnc1C | -3.2% | 12% | 4.2% | i | 0.1% | 4 | 15 | 1.3% | -4% | -1.0%
Oc1ccc(C2C[C@H]3CC[C@@H]2C3)cc1O (stereo partly specified) | . | 9% | 1.6% | . | . | . | . | -0.8%[50 µM] | 2% | 0.0%
CNC(=O)c1c(C)noc1C | -8.4% | 21% | 0.3% | . | -1.4% | -10 | -3 | 0.9% | . | .
COc1cc(NS(=O)(=O)c2ccc(NC(=O)COc3ccccc3Cl)cc2)nc(OC)n1 | -7.6% | 7% | 8.3% | i | -0.4% | -13 | 0 | . | . | 0.0%
COc1cccc([C@@H]2CC=C(C(=O)O)[C@H](c3ccc(Cl)cc3)N2S(=O)(=O)c2ccc(C)cc2)c1 | . | 31% | 2.8% | . | . | . | . | -1.2% | 2% | .
Cc1cc(NS(=O)(=O)c2ccc(NC(=O)c3c(F)c(F)c(F)c(F)c3F)cc2)nc(C)n1 | . | 11% | 1.4% | . | . | . | . | 0.5%[50 µM] | -5% | 0.1%
COCCNC(=O)C(C)OC(=O)C1=Cc2ccccc2OC1 (stereo unspecified) | -2.2% | . | 6.0% | i | 2.3% | -10 | -1 | 1.1% | -3% | -0.1%
Cc1ccc(-c2cc(-c3ccc(C)cc3O)[nH]n2)cc1 | . | 12% | 2.9% | . | . | . | . | 0.1% | -2% | -1.0%
CCCN1C(=O)c2ccc(C(=O)NC3CCCCC3)cc2C1=O | -1.0% | 6% | 0.6% | i | -3.7% | 1 | 17 | 0.3% | -2% | 0.2%
COc1ccccc1N1CCN(C(=O)CSc2ncnc3scc(-c4ccccc4)c23)CC1 | -16% | 11% | 6.4% | i | 3.0% | 21 | 3 | 5.1% | 2% | -0.1%

Looked up above.
COc1cc(NS(=O)(=O)c2ccc(NC(=O)COc3ccccc3Cl)cc2)nc(OC)n1 in ER stress rescue has -0.4%
CCOC(=O)C(NC(=O)c1cccnc1)(Nc1cccc(C)n1)C(F)(F)F (stereo unspecified) in WT yeast gro inh mutant strain has 11
COC(=O)Nc1nnc(-c2ccco2)s1 in Large T inhibition has 16%
Cc1ccc(-c2cc(-c3ccc(C)cc3O)[nH]n2)cc1 in K1F lysis inhibition has 0.1%
CCCN1C(=O)c2ccc(C(=O)NC3CCCCC3)cc2C1=O in K1F lysis inhibition has 0.3%
COc1cccc([C@@H]2CC=C(C(=O)O)[C@H](c3ccc(Cl)cc3)N2S(=O)(=O)c2ccc(C)cc2)c1 in K1F lysis inhibition has -1.2%
O=C(OCCCCN1C(=O)c2ccccc2C1=O)c1n[nH]c2ccccc12 in K1F lysis inhibition has 0.0%

Following part.
SMILES | XIAP antagonists | Large T inhibition | RSV antiviral HEp-2 | Yfh1-depleted yeast | ER stress rescue | WT yeast gro inh | WT yeast gro inh mutant strain | K1F lysis inhibition | NS5 inhibitors | West Nile antiviral
CCOC(=O)CSc1nc2sc3c(c2c(=O)[nH]1)CC(C)(CC)OC3 (stereo unspecified) | -6.3% | -2% | -0.7% | i | 1.9% | 18 | 17 | -0.1% | 3% | 0.4%
Cc1ccc(C(=O)c2cc([N+](=O)[O-])ccc2N2CCOCC2)cc1C | -10% | 7% | -0.8% | i | -1.6% | -8 | -6 | 3.5% | -6% | -0.9%
O=C(CC(O)(c1ccccc1)C(F)(F)F)c1cccs1 (stereo unspecified) | -2.1% | 3% | -0.3% | i | -1.0% | -9 | 6 | 0.4% | -3% | 1.2%
CC1=CS/C(=C(/C#N)C(=O)N2CCCCC2)N1c1ccccc1 | -4.0% | -2% | -1.4% | i | -0.7% | 8 | 4 | 1.7% | -2% | 0.3%
COc1ccc(CN2CN(S(=O)(=O)c3cccs3)c3nc4ccccc4nc32)cc1 | . | 12% | 0.6% | i | . | . | . | 0.0% | -1% | -0.2%
CNC(=O)Nc1ccc2nc(C)sc2c1 | -7.2% | 3% | 1.4% | i | 0.5% | 7 | -5 | 0.1% | -3% | -0.2%
COc1ccc(C)cc1NS(=O)(=O)c1ccc2c(c1)NC(=O)C(C)S2 (stereo unspecified) | . | 17% | 8.9% | . | . | . | . | -0.3% | -4% | -0.3%
N#C/C(=N\Nc1cccc(F)c1)C(=O)C1CC1 | . | 13% | 6.9% | i | . | . | . | -0.7% | 4% | -0.4%
COc1ccc(N2CCN(C(=O)c3sc4nc(-c5ccc(F)cc5)cn4c3C)CC2)cc1 | -4.5% | 11% | 2.2% | i | -4.8% | 20 | -2 | -2.1% | -6% | 0.4%
OCCC1CN(Cc2nc3c(s2)CCCC3)CCN1CCc1ccccc1 (stereo unspecified) | -14% | 8% | 2.7% | i | -1.8% | 6 | 14 | 0.2% | -8% | -1.4%
COc1ccc(C(=O)Nc2ccc(S(=O)(=O)Nc3cc(C)nc(C)n3)cc2)c(OC)c1 | -4.1% | 0% | -0.5% | i | 0.2% | 7 | 4 | -0.8% | -9% | 0.8%
O=S(=O)(NC1=NCCC1)c1cccc(NC(=S)NCCc2ccccc2)c1 | -4.8% | 11% | 1.9% | i | -2.6% | 0 | -9 | 1.3%[50 µM] | -6% | -0.6%
C#C[C@]1(O)CCC2C3CCC4=Cc5oncc5CC4(C)C3CCC21C (stereo partly specified) | . | 7% | -0.7% | i | . | . | . | 5.8% | 3% | 2.1%
COCCCNCCOCCOc1ccc(C)cc1[N+](=O)[O-] | -4.5% | 0% | -1.5% | i | -0.5% | 3 | 50 | -0.4% | -5% | -1.2%
Cc1ccc(N2CN=C3SCC(=O)N3C2)cc1C | -3.6% | 6% | -0.8% | i | 0.4% | 1 | 17 | 0.2% | 12% | 0.2%

Of the compounds above, these have an aryl thioether with sulfur outside any ring.
SMILES | XIAP antagonists | Large T inhibition | RSV antiviral HEp-2 | Yfh1-depleted yeast | ER stress rescue | WT yeast gro inh | WT yeast gro inh mutant strain | K1F lysis inhibition | NS5 inhibitors | West Nile antiviral
COc1ccccc1N1CCN(C(=O)CSc2ncnc3scc(-c4ccccc4)c23)CC1 | -16% | 11% | 6.4% | i | 3.0% | 21 | 3 | 5.1% | 2% | -0.1%
CCOC(=O)CSc1nc2sc3c(c2c(=O)[nH]1)CC(C)(CC)OC3 (stereo unspecified) | -6.3% | -2% | -0.7% | i | 1.9% | 18 | 17 | -0.1% | 3% | 0.4%

(more compounds)
SMILES | XIAP antagonists | Large T inhibition | RSV antiviral HEp-2 | Yfh1-depleted yeast | ER stress rescue | WT yeast gro inh | WT yeast gro inh mutant strain | K1F lysis inhibition | NS5 inhibitors | West Nile antiviral
Cc1ccc(S(=O)(=O)Nc2ccc(-c3nnc(SCc4ccccc4Cl)o3)cc2)cc1 | -4.1% | 3% | 0.1% | i | -2.0% | 11 | -5 | -0.5% | 0% | -1.3%
O=C(O)CSC1=NC(=Nc2ccc(Cl)cc2)C2(CCCCC2)N1c1cccc(C(=O)O)c1 | -8.2% | 4% | 0.3% | i | -2.4% | -3 | 19 | 4.2% | -4% | 0.2%
COc1ccc2c(c1)c(C(=O)CN1CCN(C(=O)c3ccco3)CC1)c(C)n2C | -5.6% | 9% | 0.5% | i | 1.3% | 9 | 16 | 2.3% | -4% | 0.5%
COc1ccc(C(CC(=O)Nc2ccc(F)cc2)c2ccccc2)cc1 (stereo unspecified) | -0.7% | 2% | 10% | i | -0.8% | 2 | 23 | -0.1% | -9% | -0.4%
CS(=O)(=O)c1cnc(-c2ccccc2)nc1Sc1ccc(F)cc1 | . | -9% | 0.5% | . | . | . | . | 0.0% | -9% | -0.3%
CCN(CC)S(=O)(=O)c1ccc(Cl)c(C(=O)NCCN2CCOCC2)c1 | . | 11% | 0.8% | . | . | . | . | 0.3% | -5% | -0.7%
C#CC1(O)CC(C)N(C)C(C)C1 (stereo unspecified) | -2.1% | -2% | 1.9% | i | -2.4% | -11 | 9 | 1.6% | -3% | 0.7%
Cc1ccc(/C=N/NC(=O)c2nnn(-c3nonc3N)c2CSc2ccccc2)o1 | . | 8% | 4.5% | . | . | . | . | 6.6% | -9% | 0.6%
O=C(NC1CCCC1)C1CCCN(S(=O)(=O)c2cnc[nH]2)C1 (stereo unspecified) | -9.7% | 5% | 2.3% | i | -0.6% | 1 | 1 | -1.7% | -4% | 0.9%
CCN(CC)S(=O)(=O)c1ccc2oc(C(=O)NCc3ccc(C)cc3)c(C)c2c1 | -5.2% | -3% | 18% | i | 1.7% | 49 | 7 | 0.1% | -2% | -0.5%
O=C(CSc1cn(CC(=O)N2CCCCC2)c2ccccc12)NCC1CCCO1 (stereo unspecified) | -0.6% | 5% | 2.7% | i | -0.2% | -6 | 6 | 2.5% | 0% | -0.7%
Cc1cc(C)n2nc(SCC(=O)Nc3ccccc3)nc2n1 | -6.8% | -2% | 1.8% | i | -0.5% | -22 | 1 | 0.2% | -5% | -0.3%
N#Cc1cccc(NC(=O)CCn2ccnc2)c1 | -6.8% | 7% | -0.2% | i | 0.1% | -17 | 7 | 0.2% | 3% | 0.6%
CCC(Oc1ccc(C)cc1)C(=O)Nc1ccc(S(=O)(=O)Nc2cc(C)on2)cc1 (stereo unspecified) | . | 7% | 1.8% | . | . | . | . | 0.8% | -5% | 0.7%
COc1ccc2oc3ccccc3c(=O)c2c1 | . | 3% | 7.7% | i | . | . | . | 0.0% | -5% | -0.3%
O=C(C/C=N/OCc1ccc(F)cc1Cl)c1cnc(-c2ccccc2)s1 | -0.7% | 34% | 3.5% | i | -0.8% | 0 | 30 | 0.3% | . | -0.2%
Cc1ccc(NC(=O)CSc2nc3nc(C)cc(C)c3c(=O)[nH]2)cc1 | -3.8% | -2% | 2.8% | . | 4.7% | -14 | 11 | 4.3% | -7% | -0.2%

Screening data (PubChem BioAssay)

Compounds were not picked by outcome; overall some 2.2% were active at least once.
